Screens from PubChem BioAssay.
PMI act = activators of human PMI, primary screen, biochemical, fluorescence intensity, near-Km mannose 6-phosphate | purified human PMI, coupled resazurin fluorescence, 20 min; active compounds read high; 1 = vehicle control, 0 substrate-free wells | AID 1214, 2008 | activation factor at 20 µM | Mannose-6-phosphate isomerase (Homo sapiens), P34949 | 0.005% of 190,000 active;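 active = activation factor of 2 or more at 20 µM, relative to plate controls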
Target sequence (P34949 whole entry, looked up): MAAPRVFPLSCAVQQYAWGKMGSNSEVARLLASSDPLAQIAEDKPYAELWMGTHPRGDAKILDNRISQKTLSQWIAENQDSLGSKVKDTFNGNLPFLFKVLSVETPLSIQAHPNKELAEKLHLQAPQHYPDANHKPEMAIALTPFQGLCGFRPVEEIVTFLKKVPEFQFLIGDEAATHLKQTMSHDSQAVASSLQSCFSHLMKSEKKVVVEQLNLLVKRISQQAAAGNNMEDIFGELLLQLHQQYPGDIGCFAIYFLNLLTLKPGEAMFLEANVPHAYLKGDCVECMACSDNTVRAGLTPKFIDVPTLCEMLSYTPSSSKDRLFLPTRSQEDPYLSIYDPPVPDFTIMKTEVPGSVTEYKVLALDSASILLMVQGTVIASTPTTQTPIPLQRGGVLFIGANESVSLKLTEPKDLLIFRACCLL
Efa HMGR inh = inhibitors of E. faecalis class II HMGR, primary screen, biochemical, Enterococcus faecalis | inhibition, % at 10 µM | AID 1066, 2008 | 0.41% of 190,000 active | purified E. faecalis HMGR, NADPH absorbance 340 nm kinetic;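 active = inhibition above a set limit, the median over all tested compounds plus 3 SD, cut at about 9.5% in these data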;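 note: enzyme runs in reverse so mevalonate oxidation gives rising NADPH absorbance; 0% = complete reaction with DMSO and 100% = background rate lacking mevalonate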
TNAP inh hi DEA = human TNAP enzyme inhibitors, primary screen, biochemical, luminescent, high phosphate acceptor level, uHTS; Alkaline phosphatase, tissue-nonspecific isozyme (Homo sapiens), P05186; purified TNAP, CDP-star luminescence, 1 M DEA; inhibition, % at 20 µM; 0.03% of 200,000 active; AID 1135, 2008;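 active = over 50% inhibition of tissue-nonspecific alkaline phosphatase at 20 µM in the single-dose screen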;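 note: plate controls were DMSO wells for no effect and EDTA-quenched wells as full inhibition for full effect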
Target sequence (P05186 whole entry, looked up): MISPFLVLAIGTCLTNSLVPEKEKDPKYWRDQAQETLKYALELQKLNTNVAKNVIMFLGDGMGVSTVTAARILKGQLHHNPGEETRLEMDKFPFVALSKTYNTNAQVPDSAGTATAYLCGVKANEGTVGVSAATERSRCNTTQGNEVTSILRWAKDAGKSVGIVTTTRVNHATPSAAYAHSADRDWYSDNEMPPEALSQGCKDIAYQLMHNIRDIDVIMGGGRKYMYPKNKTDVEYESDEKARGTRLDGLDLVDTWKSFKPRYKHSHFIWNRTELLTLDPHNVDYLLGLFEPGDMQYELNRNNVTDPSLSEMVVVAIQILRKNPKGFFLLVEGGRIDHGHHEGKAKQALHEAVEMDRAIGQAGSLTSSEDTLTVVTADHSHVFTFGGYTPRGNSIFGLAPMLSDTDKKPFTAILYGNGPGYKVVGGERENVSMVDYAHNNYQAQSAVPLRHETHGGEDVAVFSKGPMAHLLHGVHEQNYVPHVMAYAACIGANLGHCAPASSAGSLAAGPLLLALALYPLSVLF
FLuc stim CS = FLuc activators, initial screening, artefact control for FLuc-dependent activation tests, biochemical, ATPlite luminescence; Luciferin 4-monooxygenase (Photinus pyralis), P08659; activation factor at 10 µM; 200,000 tested, under 10 active; ATPlite luciferase biochemical, 10 min; 0 = ATP-free wells, 1 = DMSO control;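 active = luciferase activation factor, scaled between plate controls, of at least 2 with compound at 10 µM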
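System: cell-free luciferase reagent; medium: PBS as buffer for the ATP substrate; doses: test compounds dosed from 2 mM stocks in 100% DMSO; incubation: 10 min, room temperature; measured by: luminescence from luciferase reaction; read-out: luciferase activation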
Diaph inh CS = diaphorase inhibitors and chemical oxidizers, primary screen, counter-screen for diaphorase-coupled primary assays, biochemical, uHTS, resorufin fluorescence; diaphorase resazurin-to-resorufin fluorescence, NADH, 16 min; bacterial (C. kluyveri) enzyme, not human; inhibition, % at 20 µM; 0.69% of 190,000 active;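 active = primary screen inhibition at 20 µM above a set limit, cut at about 50% in these data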;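 note: plate controls were DMSO with full reaction for no effect and wells lacking NADH for full effect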
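System: Bacterial diaphorase enzyme (C. kluyveri) | Incubation: 16-min room-temperature incubation before reading | Benchmarks: No-NADH positive control and DMSO neutral control | Measured by: Resorufin fluorescence 544/590 nm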
Diaphorase act = compounds boosting diaphorase resazurin reduction – biochemical, uHTS, resorufin fluorescence, counter-screen for diaphorase-coupled primary assays, primary screen. 0.005% of 190,000 active. Diaphorase/resazurin coupled assay, 16 min; active compounds read high; 1 = vehicle wells, 0 = NADH-free wells. activation factor at 20 µM;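 active = diaphorase activity raised at least twofold by the compound at 20 µM; inactive = activation factor below 2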
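Material: Clostridium kluyveri diaphorase, purified enzyme; Quantity: enzyme 0.07 U/mL final; Medium: HEPES pH 7.4 buffer with MgCl2 and Tween 20; Dosing: single compound dose of 20 µM, 1% DMSO final; Schedule: 16 min reaction at room temperature; Measured by: red resorufin fluorescence at 544/590 nm excitation/emission.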
PMI act satM6P = human PMI activators, high substrate, primary screen, biochemical, fluorescence intensity, near-saturating mannose 6-phosphate. Mannose-6-phosphate isomerase (Homo sapiens), P34949. coupled PMI enzyme assay, resazurin fluorescence, 20 min; active compounds read high; 1 = untreated enzyme, 0 = substrate-free blank. activation factor at 20 µM. 0.34% of 190,000 active. AID 1216, 2008;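 active = activation factor of 2 or more at 20 µM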
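Material: human phosphomannose isomerase with PGI, G6PDH, diaphorase coupling enzymes. Quantity: 15 ng/mL PMI. Medium: HEPES pH 7.4 buffer with MgCl2 and Tween-20. Reagent: Near-saturating mannose-6-phosphate, 1.0 mM. Compound: 20 µM single dose. Times: enzyme reaction with compound 20 min at room temperature. Detection: resorufin fluorescence at Ex 544/Em 590 nm.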
TNAP inh no acc = human TNAP enzyme inhibitors, primary screen, biochemical, luminescent, no phosphate acceptor, uHTS. purified TNAP, CDP-star luminescence, 30 min. Alkaline phosphatase, tissue-nonspecific isozyme (Homo sapiens), P05186. inhibition, % at 20 µM. 0.26% of 200,000 active;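 active = tissue-nonspecific alkaline phosphatase inhibition above about 50% at 20 µM in the single-dose screen, limit read from the data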;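 note: 0% = DMSO negative control and 100% = EDTA positive control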
G6PDH counter = L. mesenteroides G6PDH inhibitors, counter-screen for G6PDH-coupled screening assays, biochemical, Leuconostoc mesenteroides enzyme. Purified L. mesenteroides G6PDH, diaphorase/resazurin coupled fluorescence, 45 min. inhibition, % at 5 µM. glucose-6-phosphate dehydrogenase [Leuconostoc mesenteroides]. 0.12% of 200,000 active; in the data active = inhibition above about 50%
TNAP act hiacc = TNAP activators at high phosphate acceptor level, primary screen, biochemical, luminescence, uHTS. Alkaline phosphatase, tissue-nonspecific isozyme (Homo sapiens), P05186. purified TNAP, CDP-star luminescence, 1 M DEA, 30 min; active compounds read high; 0 = EDTA background, 1 = DMSO-only activity. activation factor at 20 µM. 200,000 tested, under 10 active;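 active = activation factor at least 2 at 20 µM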
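Assay system: human TNAP; Input: enzyme diluted 1/800 final; Reagent: CDP-star luminogenic substrate at 100 µM final; Timing: 30 min, room temperature; Signal: luminescence; Evaluation: TNAP activation factor scaled between EDTA and DMSO control wells.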
Numbers without * were called inactive; · = not tested or not shown.

SMILES	PMI act	Efa HMGR inh	TNAP inh hi DEA	FLuc stim CS	Diaph inh CS	Diaphorase act	PMI act satM6P	TNAP inh no acc	G6PDH counter	TNAP act hiacc
O=C(Cc1ccccc1)Nn1c(O)c(/C=C2\C=Nc3ccccc32)sc1=S	1	1	30	1	11	0.9	1	16	-12	0.7
CCOc1ccc(-c2nn(-c3ccccc3)cc2/C=C2\SC(=S)N(C3CCS(=O)(=O)C3)C2=O)cc1 (stereo unspecified)	1	-6	9	1.1	6	0.9	0.9	7	2	0.9
COC(=O)Cn1nc(-c2ccccc2)c2ccccc2c1=O	0.7	-1	0	1.1	18	0.8	0.8	-8	6	1
CCN(C(=O)COC(=O)c1cc(C)n(-c2ccc(F)cc2)c1C)C1CCS(=O)(=O)C1 (stereo unspecified)	0.9	-1	-4	1	10	0.9	0.9	-4	33	1
Nc1nc2ccc(N3CCOCC3)cc2s1	0.9	-1	-1	0.3	10	0.9	0.8	-6	0	1
O=C(CSc1nnc(Cc2cccs2)n1Cc1ccco1)Nc1ccc(Cl)cc1Cl	0.8	3	-5	1	32	0.7	0.8	-7	1	1.1
Cc1c2ccccc2nc2c(F)c(NC(C)C)c(F)c(F)c12	1.3	-2	-1	0.6	21	0.8	0.8	-23	-6	1
CNC(=O)CSc1ncnc2c1cnn2-c1ccccc1	1	-4	-5	1	12	0.9	1	-17	2	1.1
COCc1[nH][nH]c(=O)c1C=Nc1ccc(OC(F)(F)F)cc1	1.2	1	-7	1.1	1	1	1.1	-100	-1	1.1
CCOc1ccccc1Nc1cc(C)nc2nc(C)nn12	1	-3	-2	1	12	0.9	0.9	-6	2	1
COc1ccc(-c2noc(CN3CCN(c4ccccc4F)CC3)n2)cc1OC	1	1	-1	1.1	12	0.9	1	-3	4	1
CS(=O)(=O)N(CC(=O)NCCc1ccccc1)C1CCCCC1	0.9	-5	-3	1	10	0.9	1	-8	2	1
Cc1c(NC(=S)NC(=O)CCc2ccccc2)c(=O)n(-c2ccccc2)n1C	0.8	-5	-5	1	4	1	0.9	-8	14	1.1
CCOCCNC(=O)c1ccccc1C(=O)NCCOCC	1	0	-6	1.1	12	0.9	1	-14	0	1.1
COC(=O)c1cccc(NC(=O)/C=C/c2ccc3c(c2)OCO3)c1	0.9	-6	-5	0.3	16	0.8	1	1	-4	1
CCNc1nc(NC(C)CC)nc(Oc2ccc(OCC)nn2)n1 (stereo unspecified)	1	0	-2	1	-6	1.1	1	-6	10	1
C=CCn1c(SC/C=C/c2ccccc2)nnc1-c1sc(N)nc1C	0.9	2	4	1	13	0.9	0.9	-4	-15	1
CCN1/C(=C\C(=S)Nc2ccccc2)Sc2ccccc21	·	5	5	1	·	·	·	9	11	1
COCCn1c(-c2ccsc2)nc2c1c(=O)[nH]c(=O)n2CC(C)C	0.9	-2	-9	1	8	0.9	0.9	-11	3	1.1
Cc1ccccc1OC/C(O)=C(\C#N)c1nc2ccccc2[nH]1	0.9	-2	-5	1	0	1	0.9	-14	11	1.1
O=C(Nc1ccc2oc(=O)ccc2c1)c1ccccc1[N+](=O)[O-]	1	-3	-4	1.1	8	0.9	1.1	14	4	1
O=C(O)c1ccccc1NC(=O)C1CCCO1 (stereo unspecified)	0.9	-3	-6	1	-5	1.1	1.1	-10	5	1.1
Cc1ccc(OCc2nnc(NC(=O)c3ccco3)s2)cc1	1.1	-4	-8	1	3	1	1.1	-14	-4	1.1
CCc1c(C)nc2ncnn2c1N1CCCC(C(=O)NCc2cccs2)C1 (stereo unspecified)	0.9	-5	-3	1	11	0.9	0.9	-6	12	1
CN1CCC2(CC1)N=C(c1ccc(F)cc1)C(=S)N2C(=O)c1ccccc1	1	-4	-6	1	-4	1	1.1	0	13	1.1
COc1cccc2c(=O)c3c(cnn3C)n(C)c12	0.9	-2	-6	1.1	12	0.9	0.9	-16	12	1.1
c1ccc(-n2cc(CN3CCC(N4CCOCC4)CC3)c(-c3ccc4c(c3)OCO4)n2)cc1	0.9	0	-2	1	-2	1	0.9	-4	10	1
c1coc(C2Nc3ccccc3-c3nc4ccccc4n32)c1 (stereo unspecified)	0.8	-4	0	0.9	21	0.8	0.9	-4	3	1
CC1CCCCN1C(=O)Cn1cc(C#N)c2ccccc21 (stereo unspecified)	1.1	-4	-4	1	10	0.9	1.1	-12	3	1
COc1ccc(OCC(=O)NNC(=O)Cc2coc3cc(OC)ccc23)cc1	1	-7	0	1	-10	1.1	1.1	-109	-5	1
Fc1cccc2sc(N3CCOCC3)nc12	1.1	1	-4	1	15	0.8	1	-14	6	1
CC1CCN(c2ccc(C(=O)N3CCOCC3)cc2[N+](=O)[O-])CC1	1	0	1	1.1	13	0.9	1	-3	5	1
CCOc1cc(C)c(C(C)C)cc1S(=O)(=O)NCc1ccccn1	1	-5	-4	1.1	5	1	1	-12	-11	1
O=C(CCc1nnc(-c2ccccc2)o1)NCc1cc(F)ccc1F	1	8	-2	1.1	2	1	0.9	-6	7	1
C=CCn1c(O)c(C2=c3ccccc3=NC2=O)s/c1=N/c1nccs1	0.8	-1	18	1	23	0.8	0.9	12	11	0.8
O=C(Nc1ccc(Cl)c(Cl)c1)Nc1ccccc1NS(=O)(=O)c1cccs1	0.9	0	-1	1.1	25	0.8	1	6	7	1
COc1ccc(-n2nnnc2SCC(=O)Nc2ccc3c(c2)OCCO3)cc1OC	0.8	1	-4	1	20	0.8	0.8	-10	1	1
CC(=O)Nc1ccccc1-c1nc2ccccc2nc1OCC(=O)c1ccc2ccccc2c1	1	-3	-6	1.1	14	0.9	1	-12	0	1.1
COc1ccc(CN2C(=O)c3ccccc3C2C(=O)NC2CCCC(C)C2C)c(OC)c1 (stereo unspecified)	1.1	-4	-7	1.1	3	1	1.1	-29	11	1.1
COC(=O)c1cc2nc(-c3ccccc3)cc(C(F)(F)F)n2n1	1	-4	-3	1	13	0.9	1	-11	2	1
O=C(c1ccccc1)c1nnc(-c2ccccc2F)o1	0.9	0	-6	0.2	16	0.8	0.9	-15	-2	1.1
CCOc1ccc(C(=O)N2CCCC2)cc1	1	4	-2	1	-1	1	1	-8	4	1
O=C(O)c1cnn2c(C(F)F)cc(C3CC3)nc12	1	4	0	1	15	0.9	1	12	8	1
Cc1nn(Cc2ccc(F)cc2)c(C)c1NC(=O)c1noc2c1CCCCC2	0.9	-3	-4	1.1	17	0.8	0.9	-8	-15	1
COc1cc(CN2CCC(N3CCC(C(=O)N4CCCC4)CC3)CC2)cc2c1OCO2	1	-2	-7	1.1	-9	1.1	1	-13	4	1.1

Part of the list above in order of formula weight, largest number first.
SMILES	PMI act	Efa HMGR inh	TNAP inh hi DEA	FLuc stim CS	Diaph inh CS	Diaphorase act	PMI act satM6P	TNAP inh no acc	G6PDH counter	TNAP act hiacc
Cc1nn(Cc2ccc(F)cc2)c(C)c1NC(=O)c1noc2c1CCCCC2	0.9	-3	-4	1.1	17	0.8	0.9	-8	-15	1
COC(=O)c1cc2nc(-c3ccccc3)cc(C(F)(F)F)n2n1	1	-4	-3	1	13	0.9	1	-11	2	1
O=C(c1ccccc1)c1nnc(-c2ccccc2F)o1	0.9	0	-6	0.2	16	0.8	0.9	-15	-2	1.1

Sorted by molecular weight (low to high): some entries from above
SMILES	PMI act	Efa HMGR inh	TNAP inh hi DEA	FLuc stim CS	Diaph inh CS	Diaphorase act	PMI act satM6P	TNAP inh no acc	G6PDH counter	TNAP act hiacc
CCOc1ccc(C(=O)N2CCCC2)cc1	1	4	-2	1	-1	1	1	-8	4	1
Fc1cccc2sc(N3CCOCC3)nc12	1.1	1	-4	1	15	0.8	1	-14	6	1
O=C(O)c1cnn2c(C(F)F)cc(C3CC3)nc12	1	4	0	1	15	0.9	1	12	8	1
O=C(c1ccccc1)c1nnc(-c2ccccc2F)o1	0.9	0	-6	0.2	16	0.8	0.9	-15	-2	1.1
COC(=O)c1cc2nc(-c3ccccc3)cc(C(F)(F)F)n2n1	1	-4	-3	1	13	0.9	1	-11	2	1
CC1CCN(c2ccc(C(=O)N3CCOCC3)cc2[N+](=O)[O-])CC1	1	0	1	1.1	13	0.9	1	-3	5	1
CCOc1cc(C)c(C(C)C)cc1S(=O)(=O)NCc1ccccn1	1	-5	-4	1.1	5	1	1	-12	-11	1
Cc1nn(Cc2ccc(F)cc2)c(C)c1NC(=O)c1noc2c1CCCCC2	0.9	-3	-4	1.1	17	0.8	0.9	-8	-15	1
COc1ccc(-n2nnnc2SCC(=O)Nc2ccc3c(c2)OCCO3)cc1OC	0.8	1	-4	1	20	0.8	0.8	-10	1	1
COc1ccc(CN2C(=O)c3ccccc3C2C(=O)NC2CCCC(C)C2C)c(OC)c1 (stereo unspecified)	1.1	-4	-7	1.1	3	1	1.1	-29	11	1.1
O=C(Nc1ccc(Cl)c(Cl)c1)Nc1ccccc1NS(=O)(=O)c1cccs1	0.9	0	-1	1.1	25	0.8	1	6	7	1
CC(=O)Nc1ccccc1-c1nc2ccccc2nc1OCC(=O)c1ccc2ccccc2c1	1	-3	-6	1.1	14	0.9	1	-12	0	1.1
